Screening data (PubChem)
FH mod = Identification of activators of human fumarate hydratase by quantitative high-throughput screening; 0.22% of 54,000 active; Potency, µM (series often up to 79.9 µM), for the others: at the highest dose activity change, negative = inhibition, actives largely listed as inhibitors; FH coupled MDH/diaphorase resazurin fluorescence, 15 min; Fumarate hydratase, mitochondrial (Homo sapiens), P07954; note: potency is the fitted concentration of half-maximal effect; % is set by controls: 0 for no effect and ±100 for the full control effect; the screen sought activators but most active calls are inhibition curves; nearly all actives have a fitted effect of over 45% in size
p53null 32C tox = kills p53 null cells at the permissive temperature; H1299-neo p53 null cells, ATP luminescence, 24 h, 32C; Potency, µM (series often up to 46.1 µM), inactives show at the highest dose activity change, negative = cytotoxicity, actives largely listed as cytotoxic; 0.62% of 55,000 active; AID 903;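 note: potency is the fitted concentration of half-maximal effect; 0% = DMSO only and -100% = full killing by 100 µM tamoxifen; nearly all actives have a fitted effect of over 55% in size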
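H1299-neo, 600 cells/well; overnight 37C; cpd up to 46 uM, 24 h at 32C; ATPlite luminescence after 20 min RT; normalized to DMSO (0%) and tamoxifen 100 uM (100% kill); Hill-fit AC50.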
GALK inh = inhibitors of human galactokinase (GALK); P51570; 44,000 tested, under 10 active; AID 1347072; recombinant GALK, Kinase-Glo ATP luminescence, 1 h; Potency, µM (titrated, usually from 57.5 µM), inactives show top-dose activity, negative = inhibition, most hits filed as inhibitors;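 note: plate controls were full GALK reaction for no effect and reaction lacking GALK for full effect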
Target sequence (P51570 whole entry, looked up): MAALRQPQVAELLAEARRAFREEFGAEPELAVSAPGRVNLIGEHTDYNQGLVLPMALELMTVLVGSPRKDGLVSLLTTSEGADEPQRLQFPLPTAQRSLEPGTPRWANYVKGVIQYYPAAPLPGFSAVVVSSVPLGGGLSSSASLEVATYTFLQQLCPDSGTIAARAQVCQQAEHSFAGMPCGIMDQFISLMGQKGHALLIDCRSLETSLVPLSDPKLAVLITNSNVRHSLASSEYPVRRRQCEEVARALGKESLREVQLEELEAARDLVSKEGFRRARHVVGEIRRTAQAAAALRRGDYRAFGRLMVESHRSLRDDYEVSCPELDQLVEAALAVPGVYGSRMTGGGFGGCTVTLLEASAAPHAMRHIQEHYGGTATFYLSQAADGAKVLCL
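Compounds were pinned into ATP buffer, then GALK-galactose mix was added (final 5 nM enzyme, 35 uM ATP, 100 uM galactose, pH 8.0). After 1 h at room temperature, Kinase-Glo Plus was added and luminescence read.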
B2AR arrestin ag = beta-arrestin recruitment by human beta2-adrenergic receptor ligands; P07550; HTLA Tango cells, beta-arrestin recruitment, luciferase luminescence, 18 h; Potency, µM (top dose mostly 46.1 µM), inactives show top-dose activation, most hits filed as activators; 44,000 tested, under 10 active;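 note: potency is the fitted concentration of half-maximal effect; 0% = DMSO and full agonism = EC100 isoproterenol or metaproterenol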
Target sequence (P07550 whole entry, looked up): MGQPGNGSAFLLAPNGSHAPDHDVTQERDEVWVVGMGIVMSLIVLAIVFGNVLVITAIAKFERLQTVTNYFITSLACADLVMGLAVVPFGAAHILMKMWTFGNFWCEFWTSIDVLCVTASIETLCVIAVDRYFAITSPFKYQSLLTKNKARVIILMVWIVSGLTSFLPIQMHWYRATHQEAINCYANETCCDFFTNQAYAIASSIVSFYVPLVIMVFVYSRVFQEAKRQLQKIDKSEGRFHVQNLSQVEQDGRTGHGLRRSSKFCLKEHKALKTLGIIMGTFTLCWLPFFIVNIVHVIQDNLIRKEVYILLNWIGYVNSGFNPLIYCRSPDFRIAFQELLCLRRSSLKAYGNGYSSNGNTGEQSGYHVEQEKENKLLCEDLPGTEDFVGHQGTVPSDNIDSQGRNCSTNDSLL
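Receptor–beta-arrestin recruitment read by tTA-responsive luciferase: compound titrations (up to 46 µM) incubated 18 h with Tango cells, then luminescent substrate 15 min at room temperature. Concentration-response fits classified by r2, efficacy and activity.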
PTAP-TSG101 blk = TSG101-PTAP interaction inhibition, HIV-1 budding. Fluorescence polarization, FITC-PTAP peptide/Tsg101, 20 min. Q99816. 44,000 tested, under 10 active. Potency, µM (series often up to 115 µM), inactives show at the highest dose activity change, negative = inhibition, usual class: inhibitors. AID 1347069; note: potency is the fitted concentration of half-maximal effect; 0% is about no effect
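Compounds pinned into 10 uM Tsg101 binding domain, then 50 nM FITC-PTAP peptide added in pH 7.5 HEPES buffer; FP read after 20 min, room temperature. Total S+P intensity flags fluorescent compounds; active cut-off <25 µM, efficacy <60%.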
p53null 39C tox = selectivity test: cytotoxicity in p53 null cells, nonpermissive temperature; 0.97% of 55,000 active; AID 904; H1299 p53-null (neo) cells, 39C, ATPlite viability, 24 h; Potency, µM (titrated, usually from 46.1 µM), without a hit: at the top dose activity, negative = cell killing, hits mostly cytotoxic;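 note: potency is the fitted concentration of half-maximal effect; 0% = DMSO only and -100% = full killing by 100 µM tamoxifen; nearly all actives have a fitted effect of over 50% in size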
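Luminescent ATP signal reported cell survival after H1299 lines (neo, p53 null; or p53 A138V) received up to 46 uM compound and 24 hr incubation at 39C.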
NTMT1 inh = blocks human N-terminal methyltransferase 1 activity; Q9BV86; NTMT1 MTase-Glo SAH luminescence, purified enzyme; 2.5% of 59,000 active; Potency, µM (doses to about 114 µM), for the others: top-dose activity change, negative = inhibition, usual class: inhibitors;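 note: potency is the fitted concentration of half-maximal effect; plate controls were DMSO vehicle for no effect and no enzyme for full effect; nearly all actives have a fitted effect of over 65% in size; many of its hits are not listed in these tables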
Target sequence (Q9BV86 whole entry, looked up): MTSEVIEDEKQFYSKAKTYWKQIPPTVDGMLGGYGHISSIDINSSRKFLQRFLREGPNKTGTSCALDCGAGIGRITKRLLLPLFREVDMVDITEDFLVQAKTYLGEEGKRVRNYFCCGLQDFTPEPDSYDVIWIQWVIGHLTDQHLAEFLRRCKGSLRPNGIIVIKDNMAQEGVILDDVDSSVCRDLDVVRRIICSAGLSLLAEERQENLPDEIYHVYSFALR
The depositor's hits bear a star; [ ] = another dose, or the depositor's remark. Calls come from the whole dose curve; as a rule, active = well fitted curve in the direction sought with a large enough effect; inconclusive = small, poorly fitted or top-dose-only effect, or another doubt; inactive = no such curve, though single readings can be large; an effect the other way counts as inactive or inconclusive. These rows are one share of the data, so the mix of outcomes need not match the whole.

Results for COc1ccccc1N1CCN(C(=O)c2ccc3c(c2)N(Cc2ccccc2)C(=O)c2ccccc2S3(=O)=O)CC1 ?
FH mod: -19.1%; p53null 32C tox: -5.0%; GALK inh: -2.7%; B2AR arrestin ag: 1.0%; PTAP-TSG101 blk: 1.7%; p53null 39C tox: 14.9%; NTMT1 inh: 3.3%

How did Cc1nn(CC(=O)N2CCN(c3ccccc3F)CC2)c(=O)c2cccn12 do in these assays?
FH mod: 2.9%; p53null 32C tox: -6.6%; GALK inh: 1.6%; B2AR arrestin ag: -3.0%; PTAP-TSG101 blk: 0.7%; p53null 39C tox: 7.1%; NTMT1 inh: -5.9%

What do the screens show for `O=C(Nc1sc2c(c1C(=O)Nc1ccc(Cl)cc1)CCCC2)c1cccs1`?
FH mod: -21.5%; p53null 32C tox: -10.1%; GALK inh: 0.1%; B2AR arrestin ag: 0.4%; PTAP-TSG101 blk: 0.3%; p53null 39C tox: -24.1%; NTMT1 inh: 21.9%

Results for NC(=O)C1(N2CCCCC2)CCN(C(=O)Nc2ccc(F)cc2F)CC1 ?
FH mod: -2.2%; p53null 32C tox: -1.8%; GALK inh: -0.1%; B2AR arrestin ag: 0.1%; PTAP-TSG101 blk: 0.5%; p53null 39C tox: 6.3%; NTMT1 inh: -16.7%

Results for CC(=O)N1CCC2(CC1)OC(=O)C(C)=C2C(=O)NCc1cccc(Cl)c1 ?
FH mod: -2.5%; p53null 32C tox: -16.1%; GALK inh: 3.6%; B2AR arrestin ag: 0.3%; PTAP-TSG101 blk: -4.0%; p53null 39C tox: -8.7%; NTMT1 inh: 4.1%

How did CCOC(=O)c1ccccc1NC(=O)Cn1c(=O)n(Cc2ccccc2)c(=O)c2c(C)c(C)sc21 do in these assays?
FH mod: -1.0%; p53null 32C tox: 6.9%; GALK inh: 0.0%; B2AR arrestin ag: 0.9%; PTAP-TSG101 blk: -4.4%; p53null 39C tox: 11.9%; NTMT1 inh: 4.7%

How did COc1ccc(-c2noc(CC(=O)N(C)c3ccccc3F)n2)cc1 do in these assays?
FH mod: -8.6%; p53null 32C tox: -1.2%; GALK inh: 1.1%; B2AR arrestin ag: 0.0%; PTAP-TSG101 blk: 1.1%; p53null 39C tox: inconclusive; NTMT1 inh: 0.3%

Results for COc1ccc(Cl)cc1NC(=O)CSc1ccc(-c2sc(C)nc2C)nn1 ?
FH mod: -10.0%; p53null 32C tox: -8.6%; GALK inh: inconclusive; B2AR arrestin ag: 0.9%; PTAP-TSG101 blk: -0.3%; p53null 39C tox: 33.1%; NTMT1 inh: -14.3%

Results for Cc1cccc(-n2c(=O)c3c(c4cc(C)ccc4n3C)n(CC(=O)N3CCCC3)c2=O)c1 ?
FH mod: 6.9%; p53null 32C tox: 5.9%; GALK inh: 1.2%; B2AR arrestin ag: 0.6%; PTAP-TSG101 blk: 3.4%; p53null 39C tox: 5.9%; NTMT1 inh: inconclusive

What do the screens show for `Cc1ccc(NC(=O)C(Cc2ccccc2)n2cccc2)cc1C` (stereo unspecified)?
FH mod: -19.0%; p53null 32C tox: 0.0%; GALK inh: -3.0%; B2AR arrestin ag: -0.4%; PTAP-TSG101 blk: -1.1%; p53null 39C tox: 9.9%; NTMT1 inh: 13.6%

What do the screens show for `CCc1ccc(CNC(=O)CCSCc2ccccc2F)cc1`?
FH mod: -7.0%; p53null 32C tox: -3.8%; GALK inh: 1.2%; B2AR arrestin ag: -1.3%; PTAP-TSG101 blk: -3.6%; p53null 39C tox: -2.8%; NTMT1 inh: inconclusive

Results for COc1cccc(N2CCN(C(=O)CCCCCn3c(=O)[nH]c4ccccc4c3=O)CC2)c1 ?
FH mod: -22.2%; p53null 32C tox: 4.2%; GALK inh: 2.2%; B2AR arrestin ag: -2.0%; PTAP-TSG101 blk: -2.0%; p53null 39C tox: 5.8%; NTMT1 inh: 5.2%

What do the screens show for `Cc1ccc(-c2cc(NC(=O)COc3c(C)cc(C)cc3C)on2)cc1`?
FH mod: -10.4%; p53null 32C tox: -7.3%; GALK inh: 5.2%; B2AR arrestin ag: 0.2%; PTAP-TSG101 blk: -1.3%; p53null 39C tox: -17.3%; NTMT1 inh: 7.3%

Results for Cc1ccc(NC(=O)Cn2c(-c3nonc3N)nc3ccccc32)cc1C ?
FH mod: -0.3%; p53null 32C tox: -1.6%; GALK inh: 0.8%; B2AR arrestin ag: -0.1%; PTAP-TSG101 blk: 0.6%; p53null 39C tox: -0.8%; NTMT1 inh: -9.7%

What do the screens show for `CCn1c(=O)c2cc(C(=O)Nc3cc(F)ccc3F)sc2c2ccccc21`?
FH mod: -17.8%; p53null 32C tox: -3.4%; GALK inh: 8.7%; B2AR arrestin ag: -0.1%; PTAP-TSG101 blk: 1.3%; p53null 39C tox: -14.4%; NTMT1 inh: inconclusive

How did Cc1nn(-c2ccc(F)cc2)c(-n2cccc2)c1C(=O)NCCc1ccc(Cl)cc1 do in these assays?
FH mod: -23.9%; p53null 32C tox: 47.3%[activator]; GALK inh: 0.4%; B2AR arrestin ag: -1.1%; PTAP-TSG101 blk: -0.6%; p53null 39C tox: 87.5%[activator]; NTMT1 inh: 9.0%

How did O=C(NC(=O)c1ccccc1)Nc1ccc(-n2nc(C(F)(F)F)cc2C(F)(F)F)cc1 do in these assays?
FH mod: 4.8%; p53null 32C tox: -6.6%; GALK inh: -2.5%; B2AR arrestin ag: -1.4%; PTAP-TSG101 blk: -5.7%; p53null 39C tox: -18.3%; NTMT1 inh: -2.4%

How did O=C(CCCn1c(=O)c2cccn2c2cccnc21)NCc1ccc(F)cc1 do in these assays?
FH mod: -14.8%; p53null 32C tox: 1.3%; GALK inh: 1.7%; B2AR arrestin ag: 1.9%; PTAP-TSG101 blk: 1.1%; p53null 39C tox: -23.6%; NTMT1 inh: -8.7%

How did Cc1ccccc1NC(=O)CCNC(=O)Cn1ccc2ccccc2c1=O do in these assays?
FH mod: -17.4%; p53null 32C tox: 6.1%; GALK inh: 5.1%; B2AR arrestin ag: -1.0%; PTAP-TSG101 blk: -0.6%; p53null 39C tox: 18.4%; NTMT1 inh: -23.6%

Results for CCN(Cc1ccccc1)C(=O)Cn1c(=O)n(-c2cccc(C)c2)c(=O)c2c1c1cc(OC)ccc1n2C ?
FH mod: -12.5%; p53null 32C tox: 14.1%; GALK inh: 6.7%; B2AR arrestin ag: -1.6%; PTAP-TSG101 blk: 0.3%; p53null 39C tox: 4.6%; NTMT1 inh: 2.6%

Results for COc1cccc(Cc2nc3ccccc3nc2SCC(=O)NCCc2ccccc2)c1 ?
FH mod: -10.2%; p53null 32C tox: 0.5%; GALK inh: -10.9%; B2AR arrestin ag: -0.2%; PTAP-TSG101 blk: 0.5%; p53null 39C tox: 49.7%[activator]; NTMT1 inh: 4.6%

What do the screens show for `CCOC(=O)c1ccc(NC(=O)N2CC3CCCN3c3ccccc32)cc1` (stereo unspecified)?
FH mod: -20.5%; p53null 32C tox: 0.9%; GALK inh: -1.4%; B2AR arrestin ag: -1.0%; PTAP-TSG101 blk: -3.7%; p53null 39C tox: -6.4%; NTMT1 inh: -2.8%

Results for Cc1ccccc1C(=O)c1cccn1CC(=O)NCc1cccc(Cl)c1 ?
FH mod: -13.7%; p53null 32C tox: 11.0%; GALK inh: -1.6%; B2AR arrestin ag: -2.0%; PTAP-TSG101 blk: 2.2%; p53null 39C tox: -23.5%; NTMT1 inh: 5.2%

How did COc1ccc(N2CCN(c3nc4ccc(C(=O)c5ccccc5)cc4n4cnnc34)CC2)cc1 do in these assays?
FH mod: -6.4%; p53null 32C tox: 4.2%; GALK inh: 2.7%; B2AR arrestin ag: -0.7%; PTAP-TSG101 blk: 2.8%; p53null 39C tox: 10.7%; NTMT1 inh: 9.8%

What do the screens show for `O=C(Cn1cnc2c(nc3n2CCCCC3)c1=O)Nc1ccc(F)cc1`?
FH mod: -11.5%; p53null 32C tox: -8.8%; GALK inh: -3.1%; B2AR arrestin ag: 0.8%; PTAP-TSG101 blk: 0.9%; p53null 39C tox: -4.0%; NTMT1 inh: 1.7%

Results for CCOC(=O)C1CCC(CN(Cc2c(Cl)cccc2Cl)S(=O)(=O)c2ccc(F)cc2)CC1 (stereo unspecified) ?
FH mod: -9.4%; p53null 32C tox: 1.0%; GALK inh: 2.1%; B2AR arrestin ag: -1.1%; PTAP-TSG101 blk: -0.2%; p53null 39C tox: 8.0%; NTMT1 inh: 8.4%

Results for CCc1nc(SC)ncc1C(=O)N1CCN(c2cc(Cl)ccc2C)CC1 ?
FH mod: -7.6%; p53null 32C tox: 0.4%; GALK inh: 3.5%; B2AR arrestin ag: -0.3%; PTAP-TSG101 blk: 5.3%; p53null 39C tox: -10.0%; NTMT1 inh: inconclusive

How did COc1ccc(NC(=O)c2ccc(-c3nc(COc4ccccc4)c(C)o3)cc2)cc1 do in these assays?
FH mod: 1.6%; p53null 32C tox: -4.1%; GALK inh: 0.0%; B2AR arrestin ag: -0.8%; PTAP-TSG101 blk: 0.2%; p53null 39C tox: 27.1%; NTMT1 inh: -6.0%

How did O=C(NCc1ccc(F)cc1Cl)c1ccc(CSCc2ccccc2Cl)o1 do in these assays?
FH mod: -23.6%; p53null 32C tox: 23.5%; GALK inh: -6.0%; B2AR arrestin ag: -0.8%; PTAP-TSG101 blk: -2.0%; p53null 39C tox: 16.3%; NTMT1 inh: -3.6%

Results for COc1ccc(C(=O)NCC(c2ccco2)S(=O)(=O)c2ccc(F)cc2)cc1 (stereo unspecified) ?
FH mod: -12.1%; p53null 32C tox: 4.0%; GALK inh: 2.0%; B2AR arrestin ag: -3.1%; PTAP-TSG101 blk: 0.4%; p53null 39C tox: 1.0%; NTMT1 inh: -9.9%

Results for CCn1c2c(c(=O)n3ncc(C(=O)Nc4ccc(Cl)cc4C)c13)CN(Cc1ccc(OC)cc1)CC2 ?
FH mod: -4.0%; p53null 32C tox: -7.6%; GALK inh: -1.5%; B2AR arrestin ag: -0.6%; PTAP-TSG101 blk: -0.6%; p53null 39C tox: inconclusive; NTMT1 inh: inconclusive

Results for CCOC(=O)c1c(NC(=O)/C=C/c2ccc(OCC)c(OC)c2)sc2c1CCC2 ?
FH mod: -12.3%; p53null 32C tox: -0.3%; GALK inh: 3.7%; B2AR arrestin ag: 0.4%; PTAP-TSG101 blk: -1.4%; p53null 39C tox: 26.9%; NTMT1 inh: -1.0%

What do the screens show for `Cc1nc(-n2nc(C)c(CCC(C)C)c2C)sc1C(=O)Nc1cccc(Cl)c1C`?
FH mod: -2.3%; p53null 32C tox: -0.8%; GALK inh: 0.4%; B2AR arrestin ag: -1.5%; PTAP-TSG101 blk: -2.3%; p53null 39C tox: -7.8%; NTMT1 inh: -2.9%
